14-3-3g Raf: modulators of human 14-3-3 gamma - Raf peptide interaction. inhibition, % at 40 µM. FP, 14-3-3gamma / TMR-pS259-Raf peptide binding. AID 422. 160,000 compounds, 0.19% hits. P61981; in the data active = inhibition above about 30%;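 note: 0% = protein plus tracer without compound and 100% = blank with tracer alone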
Target sequence (P61981 whole entry, looked up): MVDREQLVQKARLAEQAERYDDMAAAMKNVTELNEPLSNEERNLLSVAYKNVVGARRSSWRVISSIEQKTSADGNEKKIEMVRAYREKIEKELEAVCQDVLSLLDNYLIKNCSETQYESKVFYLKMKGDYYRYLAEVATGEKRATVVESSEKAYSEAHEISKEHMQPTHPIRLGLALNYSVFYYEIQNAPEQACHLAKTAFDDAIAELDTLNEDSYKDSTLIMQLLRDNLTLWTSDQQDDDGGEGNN
* marks the source's active call; other numbers are inactive results; & = joins results of further samples. The list is partial (hit frequency here may not be typical).

SMILES	14-3-3g Raf
CCCC1(C(=O)OCC)NC(c2ccc(N(C)C)cc2)C2C(=O)N(c3ccc(OCC)cc3)C(=O)C21 (centres undefined)	1
O=c1cccc(-c2ccccc2)[nH]1	-3&-5
O=C(OCc1nnc(-c2ccccc2)o1)C1CCN(S(=O)(=O)c2cccs2)CC1	-2
Cc1cccc(NC(=O)c2ccc(F)cc2[N+](=O)[O-])c1C	-1
O=C(Nc1cccnc1)N1CCCCC1	-9
O=C(NC1CCCCCC1)c1cccc(N2CCCC2=O)c1	0
COc1ccc(C2C(C(=O)Nc3cc(Cl)c(OC)cc3OC)c3ccccc3C(=O)N2c2ccc(OC)cc2)cc1 (centres undefined)	-1
C=CCn1c(COc2ccccc2)nnc1SCC(=O)Nc1ccc(S(N)(=O)=O)cc1	-6
Cc1ccc2cc(CCNC(=O)CC(C)C)c(=O)[nH]c2c1	-3
O=C(Nc1ccc(N2CCCC2)cc1)c1cccc(F)c1	-18
O=C(CSc1nnc(NCc2ccccc2)s1)c1ccco1	-9
O=c1[nH]c2ccccc2n1Cc1ccc(F)cc1	-4
COc1ccc2nc(SCC(=O)N3CCCCCC3)c(C#N)cc2c1	-16
Cc1ccc(C2=NNC(=O)CC2)cc1	-5
O=C(CN1CCN(c2ccccn2)CC1)Nc1ccc(Cl)c(C(F)(F)F)c1	2&1
COc1ccc(NC(=O)C2CC(=O)OC23CCCCC3)c(OC)c1 (centres undefined)	-5
COc1ccc(N(Cc2cc3cc(OC)ccc3[nH]c2=O)C(=O)c2cccnc2)cc1	-8
COc1cccc(C(=O)NCc2nnc(SCC(=O)Nc3nccs3)n2-c2cccc(C)c2)c1	5
CCOc1ccc(C(=O)Nc2c3c(nn2-c2ccccc2C)CS(=O)(=O)C3)cc1OCC	-13
CCOC(=O)c1ccc(N2C(=O)c3n[nH]c(C)c3C2c2cccnc2)cc1 (centres undefined)	-6
Cc1ccc(N2C(=O)CC(NC3CCCC(C)C3C)C2=O)cc1 (centres undefined)	-1
Nc1cc(N)nc(SCc2cc(=O)oc3cc4c(cc23)CCC4)n1	-10
CCC(C)NC(=O)C(CC)(C(F)(F)F)C(F)(F)F (centres undefined)	-12
Fc1ccc(CNCC2CCCO2)cc1 (centres undefined)	3
CN1C(=O)NC2C1N(S(C)(=O)=O)CCN2S(C)(=O)=O (centres undefined)	-6&0
CCOc1cc(C2C(C(=O)c3ccc(C)cc3)=C(C(=O)OC)Nc3nnnn32)ccc1O (centres undefined)	0
CSc1nnc2c(n1)OC(c1ccc(-c3ccc(F)cc3)o1)N(C(C)=O)c1ccccc1-2 (centres undefined)	-9
Cc1c(C(=O)OCc2cc(=O)n3cc(Br)ccc3n2)oc2ccccc12	1
CCc1ccccc1NC(=O)c1cc2cc3ccc(OC)cc3nc2s1	10
Cc1ccc(C)c(C(=O)NCc2ccncc2)c1	-2
COc1cc(C(=O)N2CCN(c3ccc(C)cc3C)CC2)cc(OC)c1OC	0
COCCNC(=O)CC(NS(=O)(=O)c1ccc(NC(C)=O)cc1)C(C)C (centres undefined)	-2
O=C(CSc1nccn1-c1ccc([N+](=O)[O-])cc1)Nc1cc(C(F)(F)F)ccc1Cl	-5
Cc1ccc(Cn2cc(CCC(=O)NCCc3ccccc3)c3ccccc32)cc1	-1
Cc1nc(NC(=O)C2CC2)sc1C(=O)N1CCCCC1	-3
Cc1oncc1C(=S)Nc1ccccc1	-8
CCn1cc(C2=NOC(C(=O)Nc3cc(OC)c(Cl)cc3OC)C2)c(C)n1 (centres undefined)	-6
CCCn1c(SCC(=O)N2c3ccccc3Sc3ccccc32)nc2c1c(=O)n(C)c(=O)n2C	-5
CCN(CC)C(=O)c1scc2c1OCCO2	-4
Cn1nnnc1S(=O)(=O)CC(=O)Nc1ccccc1F	4
COc1ccc(OC)c(C(c2nnnn2C2CCCC2)N2CCc3ccccc3C2)c1 (centres undefined)	-3
COC(=O)c1ccc(CSc2nnnn2-c2ccc(C)cc2C)o1	0
COc1ccc(-c2n[nH]c3c2C(c2cccnc2)N(c2ccc(Br)cc2)C3=O)cc1 (centres undefined)	0
FC(F)(F)c1cc(-c2cccs2)c2nncn2n1	-5
Cc1cc(N2CCCCC2)nc2ccc(NC(=O)c3ccc(Cl)nc3)cc12	-2
CCCOc1ccc(/C(O)=C2\C(=O)C(=O)N(Cc3cccnc3)C2c2ccc(Br)cc2)cc1C (centres undefined)	-2
COC(=O)C1=C(C)N(c2ccc(F)c(Cl)c2)C(=O)C1	-1
COc1ccc(C2CC(=O)C3=C(C2)NC(C)=C(C(=O)OCc2ccccc2)C3c2ccc(F)cc2)cc1 (centres undefined)	6
CC1=Nc2ccc(C)cc2N(Cc2ccccc2)C(=O)C1	-2&-12
CCN(CC)c1ccc2cc(-c3c(O)c4ccccc4[nH]c3=O)c(=O)oc2c1	-2
COC(=O)CN(c1ccc(F)cc1)S(=O)(=O)c1ccccc1	-1
CCOC(=O)c1c(NC(=O)CSc2nnc3ccccn23)sc2c1CCCCC2	-8
CCN(CC)CCN=CC1=C(O)CNC1=O	-5
CCC(=O)N1c2ccc(S(=O)(=O)NC3CCCC3)cc2CC1C (centres undefined)	-2
Cc1ccc(-c2noc(C3CCCN(C(=O)C4CCCCC4)C3)n2)o1 (centres undefined)	2
COc1ccccc1CNC(=O)c1cc(-c2cccnc2)nc2ccccc12	1
CS(=O)(=O)N1CCN(C(=O)c2cccc(F)c2)CC1	2
CCOC(=O)C1Cc2ccccc2C(=O)O1 (centres undefined)	3
CCCCC1=NN(C(=O)c2ccc([N+](=O)[O-])cc2)C(O)(C(F)(F)F)C1 (centres undefined)	-3
COc1ccc(NC(=O)C2CCCN2S(=O)(=O)c2cccc3cccnc23)c(OC)c1 (centres undefined)	-6

23 compounds out of the list, ordered by molecular weight, smallest number first:
SMILES	14-3-3g Raf
Cc1oncc1C(=S)Nc1ccccc1	-8
CCOC(=O)C1Cc2ccccc2C(=O)O1 (centres undefined)	3
CCN(CC)CCN=CC1=C(O)CNC1=O	-5
FC(F)(F)c1cc(-c2cccs2)c2nncn2n1	-5
CC1=Nc2ccc(C)cc2N(Cc2ccccc2)C(=O)C1	-2&-12
COC(=O)C1=C(C)N(c2ccc(F)c(Cl)c2)C(=O)C1	-1
Cc1nc(NC(=O)C2CC2)sc1C(=O)N1CCCCC1	-3
Cn1nnnc1S(=O)(=O)CC(=O)Nc1ccccc1F	4
COC(=O)CN(c1ccc(F)cc1)S(=O)(=O)c1ccccc1	-1
CCC(=O)N1c2ccc(S(=O)(=O)NC3CCCC3)cc2CC1C (centres undefined)	-2
Cc1ccc(-c2noc(C3CCCN(C(=O)C4CCCCC4)C3)n2)o1 (centres undefined)	2
COC(=O)c1ccc(CSc2nnnn2-c2ccc(C)cc2C)o1	0
CCCCC1=NN(C(=O)c2ccc([N+](=O)[O-])cc2)C(O)(C(F)(F)F)C1 (centres undefined)	-3
COc1ccccc1CNC(=O)c1cc(-c2cccnc2)nc2ccccc12	1
CCN(CC)c1ccc2cc(-c3c(O)c4ccccc4[nH]c3=O)c(=O)oc2c1	-2
CCn1cc(C2=NOC(C(=O)Nc3cc(OC)c(Cl)cc3OC)C2)c(C)n1 (centres undefined)	-6
COc1ccc(OC)c(C(c2nnnn2C2CCCC2)N2CCc3ccccc3C2)c1 (centres undefined)	-3
CCOC(=O)c1c(NC(=O)CSc2nnc3ccccn23)sc2c1CCCCC2	-8
COc1ccc(NC(=O)C2CCCN2S(=O)(=O)c2cccc3cccnc23)c(OC)c1 (centres undefined)	-6
COc1ccc(-c2n[nH]c3c2C(c2cccnc2)N(c2ccc(Br)cc2)C3=O)cc1 (centres undefined)	0
CCCn1c(SCC(=O)N2c3ccccc3Sc3ccccc32)nc2c1c(=O)n(C)c(=O)n2C	-5
COc1ccc(C2CC(=O)C3=C(C2)NC(C)=C(C(=O)OCc2ccccc2)C3c2ccc(F)cc2)cc1 (centres undefined)	6
CCCOc1ccc(/C(O)=C2\C(=O)C(=O)N(Cc3cccnc3)C2c2ccc(Br)cc2)cc1C (centres undefined)	-2

Later entries:
SMILES	14-3-3g Raf
CCC(=O)N1N=C(c2ccccc2)CC1Cc1cc2cccc(C)c2nc1Cl (centres undefined)	-12
CC(=O)Oc1ccc(C(=O)Nc2ccccc2O)cc1	-9
c1nc(N2CCOCC2)c2c3c(sc2n1)CCCC3	-3
CCCNC(=O)C1c2ccccc2Oc2ccccc21	5
CC1=C(C(=O)OC2CCCC2)C(c2ccc(Br)s2)NC(=O)N1 (centres undefined)	-6
Cc1ccc(S(=O)(=O)NCC2CCC(C(=O)N3CC(C)CC(C)C3)CC2)cc1 (centres undefined)	0
O=C(Nc1ccc(NC(=O)c2ccccc2[N+](=O)[O-])cc1)c1cccs1	-1
O=C(NCc1ccc(Cl)cc1)c1ccc(COCC(F)(F)F)o1	2
Cc1ccc(C)c(N(C)S(=O)(=O)c2ccc3[nH]cc(C(=O)NC(C)C)c(=O)c3c2)c1	-9
COc1cccc(-c2nn3c(-c4cc(C)[nH]n4)nnc3s2)c1	-2
COc1cccc(C2/C(=C(/O)c3ccc(F)cc3)C(=O)C(=O)N2CCN(C)C)c1 (centres undefined)	-2
Cc1ccc(C(=O)CC23CC4CC(CC(C4)C2)C3)cc1	-11
Cc1nn(C(C)(C)C)c(OC(=O)C2CCCC2)c1S(=O)(=O)c1ccccc1	-1&-9
COC(=O)C1=CN(Cc2ccc(Cl)cc2)C=C(C(=O)OC)C1c1cc(OC)c(OC)cc1Br	-2
Nc1cccc(C(=O)CC2(O)C(=O)N(Cc3ccccc3)c3ccccc32)c1 (centres undefined)	0
Cc1cc(C)cc(NC(=O)c2sc3[nH]c(=O)c(C(=O)O)cc3c2N)c1	-29
Cc1ccc(C2c3c(n(C)c(=O)n(C)c3=O)N=C3c4ccccc4C(=O)C32)cc1Cl (centres undefined)	-37
Cc1ccc(NC(=O)N(C)Cc2ccccc2)cc1	3
CC(C)Cn1c(N)c(C(=O)COC(=O)C2CCCCC2)c(=O)n(C)c1=O	-9
O=c1c2cc3c(cc2[nH]c(=S)n1CCCN1CCOCC1)OCO3	-2

Part of the list above in a different format.
14-3-3g Raf | canonical_smiles
0 | O=C(NC1CCCCCC1)c1cccc(N2CCCC2=O)c1
-3 | c1nc(N2CCOCC2)c2c3c(sc2n1)CCCC3

(cont.)
SMILES	14-3-3g Raf
O=C(NC1CCCCC1)c1cccc(-n2c(=S)[nH]c3cc(Cl)ccc3c2=O)c1	-8
CCN(CC)CCCN1C(=O)C(=O)/C(=C(/O)c2ccc3c(c2)CC(C)O3)C1c1ccncc1 (centres undefined)	4
COc1ccc(-c2nnc3n2N=C(c2cccc(Br)c2)CS3)cc1OC	1
Cc1cc(C)c(S(N)(=O)=O)c(C)c1-n1cnnn1	-5
Cc1c(NS(=O)(=O)c2ccc3nc(-c4ccccc4)[nH]c3c2)c(=O)n(-c2ccccc2)n1C	-7
CCOc1ccc(C(=O)N(Cc2ccc(N(C)C)cc2)C2CCS(=O)(=O)C2)cc1 (centres undefined)	-7&-4
Cc1ccc(-c2c(C(=O)Nc3ccc4c(c3)OCO4)oc(=O)c3ccccc23)cc1	4
CC1(C)C=C(C(=O)N2CCOCC2)C(C)(C)N1	-7
O=C1C2C3CCC(C3)C2C(=O)N1c1ccc([N+](=O)[O-])cc1 (centres undefined)	-4
C[n+]1ccn(CC#N)c1	4
CC1=C(c2ccccc2)[N+](=O)C2(CCCC2)N1[O-]	-5
O=C(NCc1ccc(F)cc1)c1cc2ccccn2n1	-1
N#Cc1c(-c2ccccc2[N+](=O)[O-])cc(-c2ccccc2)nc1SCC(=O)Nc1ccccc1	-14
CC1(C)CC(=O)C2=C(C1)c1c(ccc3ccccc13)NC2c1cc(Br)cc([N+](=O)[O-])c1O (centres undefined)	5
O=C(Nc1nc(-c2cccs2)cs1)c1ccc(Cl)s1	-2
COc1ccc(C2C3C(=O)N(c4cccc(Cl)c4)C(=O)C3ON2c2ccccc2)c(OC)c1 (centres undefined)	0
CN(Cc1nc(-c2cccnc2)no1)S(=O)(=O)c1ccc2ccccc2c1	-5
O=c1c2ccccc2[nH]c(=S)n1Cc1cccnc1	-4&-3
CCNc1sc(C(=O)c2cccs2)c(N)c1-c1nc2ccccc2s1	-4
COC(=O)c1c(NC(=O)COc2ccc([N+](=O)[O-])cc2)sc2c1C(C(=O)OC)CC2 (centres undefined)	-15
FC(F)(F)c1cc(-c2ccco2)nc(-n2ccnc2)n1	0
COc1cccc(NC(=O)CCN2CCN(C)CC2)c1	-8
CCOC(=O)c1c(NC(=O)c2ccc(C)cc2)sc2c1CCCC2	-2
CCOC(=O)c1cc2c(=O)n3ccccc3nc2n(C(C)C)c1=NC(=O)c1c(-c2ccccc2Cl)noc1C	-8
Nc1cccc(NC(=O)c2cccc(S(=O)(=O)Nc3cccc(N)c3)c2)c1	-1
Cc1cc(C)c(S(=O)(=O)Nc2ccc3oc(C)c(C(=O)OC(C)C)c3c2)c(C)c1	-81
Cc1ccc(Sc2c(C)[nH]n(C(C)(C)C)c2=O)cc1	-11
CCCOc1ccc(NC(=O)C2CC(=O)N(C)C(=Nc3ccc(F)cc3)S2)cc1 (centres undefined)	-6
CN(CCOC(=O)c1cccs1)Cc1ccccc1	10
O=C(NC(O)C(=O)c1ccccc1)c1cccs1 (centres undefined)	3
COc1ccc(OC)c(-n2c(SC)nc3c(sc(=S)n3-c3ccccc3)c2=O)c1	-7
Cc1cc(NC(=O)c2sc(Nc3ccccc3)c(C#N)c2N)no1	-8
CCSCCOC(=O)C1=C(C)NC(=O)NC1c1ccc(C(F)(F)F)cc1 (centres undefined)	0
C#CCN1C(=O)C(O)(CC(=O)c2cccc3ccccc23)c2ccccc21 (centres undefined)	4
O=S(=O)(c1ccc2ccccc2c1)N1CCN(S(=O)(=O)N2CCOCC2)CC1	0
O=C(c1nn2c(C(F)(F)F)cc(-c3ccccc3)nc2c1Br)N1CCc2ccccc2C1	-12
COC(=O)c1ccccc1NC(=O)c1cnc2sccn2c1=O	8
CCOC(=O)c1c(NC(=O)c2ccc([N+](=O)[O-])cc2)sc(C(=O)Nc2cccc(Cl)c2)c1C	-2
Cc1cc(C(=O)CSc2nnc(-c3ccco3)o2)c(C)n1CC1COc2ccccc2O1 (centres undefined)	-12
Cc1cc2ccccc2c(=O)n1CC(=O)NCC(=O)N1CCN(c2ccc(F)cc2)CC1	-5
Oc1ccc2ccccc2c1CNc1nc(-c2ccccc2)cs1	2
Cc1cc(OCC(=O)Nn2cnnc2)ccc1Br	-3
N#Cc1c(Nc2ccccc2)sc(C(=O)C23CC4CC(CC(C4)C2)C3)c1N	-2
N#CC1=C(N)SC(N)=C(C#N)C1c1ccnc2ccccc12	-25

High-throughput results (PubChem)
